# GPR55 LPI antagonism = GPR55 antagonists blocking LPI-driven arrestin recruitment, primary screen, imaging, U2OS, beta-arrestin-GFP, LPI agonist (AID 2013); U2OS GPR55 beta-arrestin-GFP translocation imaging, LPI antagonism; higher % means a stronger effect; inhibition, % at 10 µM, or IC50 in µM where a hit was titrated; 290,000 compounds, 0.13% hits;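 active = spots per cell inhibited over 60%, with over 100 cells counted and total cytoplasm intensity under 500,000; inconclusive = wells with under 100 cells, flagged as likely toxic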;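 note: U2OS cells stably carrying GPR55 and arrestin-GFP stimulated by 5 µM LPI near EC80; imaged beta-arrestin-GFP aggregate spots per cell after agonist stimulation; plate controls were LPI-stimulated DMSO wells for no effect and DMSO wells without LPI for full effect; some results filed as inactive read as strong as hits; confirmed hits need IC50 under 10 µM and bright autofluorescent wells are also inconclusive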
# LYP inhibition = inhibitors of LYP phosphatase, biochemical, fluorescence intensity, uHTS (AID 1779); recombinant LYP phosphatase, fluorescence intensity; higher % means a stronger effect; inhibition, % at 11.5 µM, or IC50 in µM where a hit was titrated; 290,000 compounds, 0.054% hits; in the data active = inhibition above about 50%;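 note: plate controls were vehicle with enzyme for no effect and no enzyme for full effect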
# SIAH1 antagonists = Siah-1 peptide-binding antagonists, primary screen, biochemical, fluorescence polarization, rhodamine-plectin, uHTS (AID 1817); 290,000 compounds, 0.02% hits; displacement, % at 20 µM; hits with a dose series show IC50 in µM; Siah-1 / rhodamine-plectin peptide fluorescence polarization; higher % means a stronger effect;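 active = displacement of at least 50% at 20 µM, with a fluorescence ratio check between 0.3 and a set limit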;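 note: plate controls were Siah plus tracer with DMSO for no effect and tracer alone without Siah for full effect; strong numbers were not always called active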
# MgcRacGAP inhibition = MgcRacGAP GTPase-activating activity inhibitors, confirmation, biochemical, ADP Hunter fluorescence | MgcRacGAP-stimulated Rac1 GTP hydrolysis, ADP Hunter fluorescence; higher % means a stronger effect; GST-tagged Rac1 F28L mutant substrate | inhibition, % at 30 µM; hits with a dose series show IC50 in µM | 340,000 compounds, 0.6% hits | AID 624330;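 active = first-screen hits whose inhibition reached a set limit at any dose in the follow-up dose series; inconclusive = inhibition above the set first-screen limit but never retested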;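 note: fluorescence reports GDP produced by GAP-driven GTP hydrolysis; strong numbers were not always called active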
# NTR1 agonist = agonists of NTR1, primary screen, imaging, U2OS cells, beta-arrestin-GFP, high content (AID 493036). 330,000 compounds, 0.17% hits. activation, % at 20 µM. NTR1-U2OS beta-arrestin-GFP spot imaging, agonist mode;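 active = activation at or above 40% of the spot to cytoplasm intensity ratio, with at least 20 cells analyzed; inconclusive = wells under 20 cells, flagged as cytotoxic or low count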;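 note: 0% = DMSO without peptide and 100% = 100 nM NTR1 peptide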
# Target sequence (P30989 whole entry, looked up): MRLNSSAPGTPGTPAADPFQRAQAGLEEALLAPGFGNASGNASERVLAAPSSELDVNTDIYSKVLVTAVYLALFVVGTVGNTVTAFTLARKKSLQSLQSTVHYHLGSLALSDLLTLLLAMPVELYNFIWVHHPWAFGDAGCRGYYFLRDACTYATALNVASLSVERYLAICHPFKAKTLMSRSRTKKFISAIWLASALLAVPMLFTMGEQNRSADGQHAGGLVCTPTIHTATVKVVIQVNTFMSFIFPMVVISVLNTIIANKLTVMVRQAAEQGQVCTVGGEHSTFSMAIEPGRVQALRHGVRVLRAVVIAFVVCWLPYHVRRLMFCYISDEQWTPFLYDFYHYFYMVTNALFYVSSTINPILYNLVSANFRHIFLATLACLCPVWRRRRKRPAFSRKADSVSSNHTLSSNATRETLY
# Myeloid diff MLP = myeloid differentiation induction; ER-HoxA9 myeloid progenitors, lysozyme-GFP differentiation, flow cytometry; calls only at 10 µM; 360,000 compounds, 1% hits; AID 624256;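 active = normalized GFP-positive differentiation at or above the plate's own cutoff, the solvent-only control mean plus 3 SD; inconclusive = no clear call, values can overlap the other calls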;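 note: cells exposed to compound for four days before flow analysis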
# PhoP inhibition = inhibitors of PhoP regulon expression, primary screen, Salmonella Typhimurium, GFP reporter (AID 1863). S. Typhimurium PhoP-regulated promoter GFP reporter, 4 h; higher % means a stronger effect. inhibition, % at 50 µM, or IC50 in µM where a hit was titrated. 300,000 compounds, 0.16% hits;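 active = inhibition over 29.93%, a cutoff 3 SD above the screen mean, later confirmed by dose response; inconclusive = inhibition over 29.93% but no dose response follow-up; inactive = inhibition at most 29.93% or unconfirmed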;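 note: 0% = low Mg2+ inducing control and 100% = high Mg2+ repressing control; strong numbers were not always called active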
# GPR35 antagonists = inhibition of zaprinast-stimulated GPR35 beta-arrestin translocation – imaging, U2OS, beta-arrestin-GFP, zaprinast agonist, primary screen (AID 2058) | one-dose inhibition, % at 10 µM; IC50 in µM for titrated hits | U2OS GPR35 beta-arrestin-GFP translocation imaging, zaprinast antagonism; higher % means a stronger effect | 290,000 compounds, 0.052% hits;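 active = inhibition of at least 50% with at least 30 cells and total cytoplasm GFP at most 10,000,000; inconclusive = under 30 cells or total GFP of 10,000,000 plus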
# HIV peptide binding = cell-free HIV fusion peptide-binding blockers – biochemical, uHTS, fluorescence dequenching, primary screen (AID 1986); one-dose inhibition, % at 20 µM; IC50 in µM for titrated hits; 290,000 compounds, 0.3% hits; cell-free peptide binding, fluorescence dequenching, 30 min; higher % means a stronger effect; in the data active = inhibition mostly above about 52%, no sharp cut-off; inactive = mostly below about 76%; note: some results filed as inactive read as strong as hits
# NTR1 agonist cell count 20 µM = recorded beside NTR1 agonist, whose call it bears; cell count; measured here: cell count, cytotoxicity flag
# Myeloid diff MLP GFP+ MAC1+ % = further read-out of Myeloid diff MLP, marked with its call; GFP+ MAC1+ double positive, %; measured here: differentiation confirmed by MAC1 staining
# Active calls of the source: *; i = inactive; ? = inconclusive; / = no result given; + = active, no number. Some of the compounds tested; count on the stated rates, not on these rows.
SMILES,GPR55 LPI antagonism,LYP inhibition,SIAH1 antagonists,MgcRacGAP inhibition,NTR1 agonist,NTR1 agonist cell count 20 µM,Myeloid diff MLP,Myeloid diff MLP GFP+ MAC1+ %,PhoP inhibition,GPR35 antagonists,HIV peptide binding
O=[N+]([O-])c1ccc(N2CCNCC2)cc1N1CCCCC1,12%,-5%,1%,5%,1.3,49,i,0.0,1%,-9%,1.1%
OCCOCC#CCN1CCOCC1,8%,-8%,6%,11%,-1.3,42,i,0.8,-2%,-9%,-3.1%
CC(=O)NC(C)Cc1ccccc1 (configuration not stated),6%,-7%,-1%,18%,2.5,46,i,1.2,5%,-11%,-1.8%
O=C1NC(=O)N(Cc2ccccc2Cl)C(=O)/C1=C/N1CCOCC1,4%,-5%,3%,11%,-0.5,68,i,0.6,-6%,18%,24%
CCc1cccc2c(C#N)cn(CC(=O)N3CCOCC3)c12,3%,-1%,4%,7%,0.2,87,i,1.0,-6%,3%,-0.3%
CC12CCCCC1N(O)CN2O (configuration not stated),-8%,-13%,1%,3%,-1.2,59,i,0.8,-4%,-1%,-2.3%
CC(=NCc1ccc2c(c1)OCO2)c1c(O)n(-c2ccc(C)cc2)c(=O)[nH]c1=O,-9%,-5%,2%,11%,-0.1,51,i,0.1,1%,-4%,-2.3%
CCN(CCNc1ccc([N+](=O)[O-])c2cccnc12)S(=O)(=O)c1ccccc1,-3%,-3%,2%,3%,2.1,36,i,0.3,-17%,0%,6.7%
COc1ccc(N2C(=O)/C(=C/c3ccc(C)o3)C(=O)NC2=S)cc1,24%,-2%,0%,32%,-0.1,98,i,0.4,/,-7%,35%
CN(Cc1ccccc1)Cc1ccccc1OC(=O)N(C)C,10%,-3%,-1%,-3%,1.3,89,i,0.6,0%,-1%,1.1%
COC(=O)c1cn(C(=O)c2cccc3ccccc23)c2ccccc12,6%,-2%,-5%,12%,1.6,47,i,0.3,0%,-9%,-0.1%
O=c1[nH]c(=S)n(Cc2ccc(F)cc2)c(O)c1/C=N/N1CCCCC1,4%,-4%,-4%,9%,1.7,51,i,0.6,5%,-7%,0.8%
CC(=NCc1ccco1)c1c(O)n(-c2ccc(C)cc2)c(=O)[nH]c1=O,-7%,-6%,3%,11%,2.0,40,i,0.9,-12%,-4%,0.6%
Cc1nc2ccc(Cl)cn2c1P(=S)(N1CCOCC1)N1CCOCC1,-4%,0%,2%,14%,-0.7,49,i,1.2,8%,-8%,1.3%
O=C1NC(=O)N(Cc2ccccc2)C(=O)/C1=C/C=C/c1ccco1,-5%,1%,4%,13%,4.5,65,i,4.3,-13%,-2%,146%
Cc1ccc(C)c(NC(=O)CSc2nnc([C@@H](N)Cc3c[nH]c4ccccc34)o2)c1,2%,-10%,1%,1%,-0.6,76,i,2.1,4%,-7%,0.0%
CCCCc1ccc(C(=O)O)nc1,/,/,/,10%,0.8,64,+,4.7*,-8%,/,/
CN=C(SCC(=O)c1cccc(Cl)c1)c1c(O)n(C)c(=O)n(C)c1=O,13%,-3%,2%,10%,0.4,51,i,0.7,-4%,-6%,-1.1%
CCc1ccccc1NC(=O)CNCc1ccccc1,4%,-7%,3%,1%,2.6,47,i,0.1,21%,11%,-2.5%
O=C(CSc1ccccc1)N1CCC2(CC1)OCCO2,2%,-2%,10%,7%,1.2,60,i,10,8%,-5%,-0.8%
Cn1c(O)c(C=NCCc2c[nH]c3ccccc23)c(=O)n(C)c1=O,19%,-3%,2%,2%,-2.6,59,i,1.7,4%,11%,-0.8%
CN1C(=O)N(C)C(=O)C2(Cc3cc(NC(=O)c4ccccc4)ccc3N3CCCC32)C1=O (configuration not stated),10%,-7%,-2%,12%,-0.6,72,i,5.3,-2%,3%,3.5%
O=C1NCN(c2ccccc2)C12CCNCC2,-2%,-12%,0%,0%,-1.1,81,i,7.4,4%,-5%,-1.7%
COc1cc2c(cc1OC)C(C1c3cc4c(cc3CCN1C)OCO4)OC2=O (configuration not stated),6%,-4%,0%,8%,-0.6,69,i,1.5,-7%,-7%,0.2%
COc1ccc(C2SCC(=O)Nc3c2c(=O)[nH]n3C2CCCCCC2)cc1 (configuration not stated),-2%,-10%,-2%,-1%,-1.0,65,i,3.5,-4%,3%,-0.4%
CC(=NCCN(C)C)c1c(O)n(Cc2ccccc2)c(=O)[nH]c1=O,-6%,-3%,9%,-8%,-0.6,52,i,0.4,-12%,9%,-0.4%
Cc1ccc2c(c1)CNc1ccccc1O2,-2%,-3%,2%,10%,-0.6,47,i,1.3,14%,2%,-1.5%
CCOP(=O)(OCC)C(NC(=O)C(C)C)C(Cl)(Cl)Cl (configuration not stated),-1%,-2%,0%,-1%,-0.6,64,i,0.9,3%,20%,0.1%
c1cc2c(cc1CCNC1CCCCCC1)OCO2,2%,-6%,7%,?,3.5,47,i,0.5,6%,2%,0.9%
COc1ccc(-c2nn(CCC#N)cc2C(=O)NCc2ccccc2)cc1[N+](=O)[O-],5%,-9%,1%,4%,1.9,56,i,0.6,-5%,-6%,2.0%
Cc1cccc(N2C(=O)/C(=C/c3ccc(CN(CCC#N)S(C)(=O)=O)o3)C(=O)NC2=S)c1,-6%,2%,0%,41%,-0.8,47,i,1.4,-12%,9%,28%
O=C1NC(=O)N(c2ccccc2F)C(=O)/C1=C/c1ccc(Oc2ccc([N+](=O)[O-])cn2)cc1,13%,-6%,19%,18%,-0.2,82,i,1.1,2%,-9%,12%
C=C1[C@H]2CC[C@H]3[C@]4(C)C[C@H](O[C@H]5O[C@H](CO)[C@@H](OS(=O)(=O)O)[C@H](OS(=O)(=O)O)[C@H]5OC(=O)CC(C)C)C[C@@H](C(=O)O)[C@H]4CC[C@]3(C2)[C@H]1O,/,/,/,-9%,1.8,46,i,2.2,-8%,/,/
CCCCCCN=Cc1c(O)n(C)c(=O)n(C)c1=O,22%,-6%,1%,10%,-2.9,94,i,2.5,17%,4%,1.0%
Cc1ccc(S(=O)(=O)NCC2CCC(C(=O)N3CCC4(CC3)OCCO4)CC2)cc1 (configuration not stated),1%,-1%,3%,5%,-1.2,41,i,0.1,-4%,0%,-1.7%
COc1ccc(C(=O)C2CCCN(Cc3ccsc3)C2)cc1OC (configuration not stated),-4%,-7%,-2%,15%,0.0,93,i,0.4,6%,16%,-0.7%
O=C(COc1ccc(Cl)cc1)N1CCN(Cc2ccc([N+](=O)[O-])cc2)CC1,3%,-3%,0%,28%,-0.3,89,i,0.1,6%,-3%,0.2%
CC1CCCCN1CC(O)c1c[nH]c2ccccc12 (configuration not stated),5%,-8%,0%,5%,0.0,80,i,0.8,-1%,-10%,3.1%
O=C(c1cccc2ccccc12)C1CCCN(Cc2ccon2)C1 (configuration not stated),3%,-6%,0%,-2%,0.3,63,i,0.1,-1%,-12%,1.5%
CN(C)P(=O)(NC(=O)c1cccn1C)N(C)C,1%,-8%,1%,-11%,-1.6,23,i,1.4,-7%,3%,-0.9%
CCC(COC(=O)NC)NC(=O)Oc1cccc(C)c1 (configuration not stated),7%,-10%,-4%,-6%,0.5,55,i,1.4,0%,5%,2.1%
CCn1c(O)c(/C(C)=N/N2CCCCC2c2cccnc2)c(=O)[nH]c1=S (configuration not stated),8%,-5%,1%,2%,-0.5,49,i,0.4,14%,6%,4.3%
CC1C(c2cccs2)=[N+]([O-])C(C)(C(=O)c2cccs2)N1O (configuration not stated),5%,-8%,-3%,10%,0.2,43,i,1.6,16%,-1%,-0.9%
FCCN(CCF)c1cccc(Cl)c1,-6%,-6%,-1%,/,0.6,54,/,/,-5%,5%,0.3%
CCCS(=O)(=O)N1CCC(C(=O)N2CCC3(CC2)OCCO3)CC1,6%,-1%,-4%,0%,0.7,48,/,/,8%,1%,-0.5%
CCOC(=O)c1c(-n2c(C)cc(/C=C3\C(=O)NC(=O)N(C)C3=O)c2C)sc2c1CCCC2,6%,4%,2%,22%,12,76,i,1.1,-7%,-12%,24%
Cc1ccc(-n2c(C)nc3ccccc3c2=O)cc1C,4%,-3%,4%,4%,0.2,86,i,0.3,/,5%,1.2%
COc1cc2c(C(=O)O)c(C)n(C)c2cc1Br,-5%,5%,-6%,4%,-0.2,28,i,0.4,3%,3%,-0.5%
COc1cc2c(cc1OC)-c1c(OC)c(OC)cc3c1[C@H](C2)N(C)CC3,0%,-9%,22%,20%,9.4,49,i,1.9,3%,8%,9.5%
Cc1[nH]c2ccccc2c1/C=N/O,-7%,-11%,-1%,7%,0.3,75,i,2.9,53%,-3%,-3.3%
CC(NCC#Cc1ccccc1)C(O)c1ccccc1 (configuration not stated),-13%,-11%,4%,3%,-0.6,53,i,0.3,6%,4%,0.7%
Cc1ccc(C2SCC(=O)Nc3c2c(=O)[nH]n3C2CCOC(C)(C)C2)cc1 (configuration not stated),7%,-6%,4%,8%,0.4,57,i,1.0,-13%,0%,-1.2%
Cc1nn(Cc2ccccc2)c(Cl)c1C(=O)OCC(=O)NCC1CCCO1 (configuration not stated),7%,-6%,-6%,-9%,-0.1,34,i,0.3,3%,-4%,-1.6%
O=c1cccc2n1CC1CC2CN(S(=O)(=O)c2ccc(F)cc2)C1 (configuration not stated),-3%,-5%,8%,4%,-1.8,38,i,0.2,1%,-1%,0.0%
CC(/C=N/NC(=O)c1n[nH]c2c1CCC2)=C\c1ccccc1,-25%,0%,-1%,7%,-0.3,82,/,/,-2%,1%,2.0%

# An excerpt of these results, field by field:
> Cc1nn(Cc2ccccc2)c(Cl)c1C(=O)OCC(=O)NCC1CCCO1 (configuration not stated)
  GPR55 LPI antagonism = 7%
  LYP inhibition = -6%
  SIAH1 antagonists = -6%
  MgcRacGAP inhibition = -9%
  NTR1 agonist = -0.1
  NTR1 agonist cell count 20 µM = 34
  Myeloid diff MLP = i
  Myeloid diff MLP GFP+ MAC1+ % = 0.3
  PhoP inhibition = 3%
  GPR35 antagonists = -4%
  HIV peptide binding = -1.6%
> O=c1cccc2n1CC1CC2CN(S(=O)(=O)c2ccc(F)cc2)C1 (configuration not stated)
  GPR55 LPI antagonism = -3%
  LYP inhibition = -5%
  SIAH1 antagonists = 8%
  MgcRacGAP inhibition = 4%
  NTR1 agonist = -1.8
  NTR1 agonist cell count 20 µM = 38
  Myeloid diff MLP = i
  Myeloid diff MLP GFP+ MAC1+ % = 0.2
  PhoP inhibition = 1%
  GPR35 antagonists = -1%
  HIV peptide binding = 0.0%

# Bioassay records as filed in PubChem.
